Screening data (PubChem BioAssay)
HePTP inh: human HePTP phosphatase inhibition; P35236; recombinant HePTP phosphatase activity, OD absorbance; inhibition, % at 20 µM; hit rate 0.64% among 110,000; in the data active = inhibition above about 50%;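 also: plate controls were vehicle for no effect and reference inhibitor for full effect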
Target sequence (P35236 whole entry, looked up): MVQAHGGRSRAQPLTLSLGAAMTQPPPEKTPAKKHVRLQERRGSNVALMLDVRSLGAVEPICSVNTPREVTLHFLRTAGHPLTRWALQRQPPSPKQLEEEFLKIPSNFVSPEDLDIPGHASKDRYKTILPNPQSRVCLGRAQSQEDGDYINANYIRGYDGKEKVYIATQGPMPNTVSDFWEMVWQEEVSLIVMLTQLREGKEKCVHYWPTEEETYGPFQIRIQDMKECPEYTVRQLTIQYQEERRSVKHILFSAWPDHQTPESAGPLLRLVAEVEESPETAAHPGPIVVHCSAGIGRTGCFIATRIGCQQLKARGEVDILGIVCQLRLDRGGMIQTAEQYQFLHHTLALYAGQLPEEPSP
BAP1 inh: human BAP1 deubiquitinase inhibition; activity remaining (% of control), % at 20 µM; Q92560; recombinant BAP1, Ub-AMC hydrolysis fluorescence kinetic; stronger effect = lower value; hit rate 0.48% among 72,000;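 active = activity remaining at or below 50% of control, provided the compound also passes the data quality filters; inactive = the rest, including low values that fail the filters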;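 also: 100% = DMSO wells rate and 0% = substrate alone blank rate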
Target sequence (Q92560 whole entry, looked up): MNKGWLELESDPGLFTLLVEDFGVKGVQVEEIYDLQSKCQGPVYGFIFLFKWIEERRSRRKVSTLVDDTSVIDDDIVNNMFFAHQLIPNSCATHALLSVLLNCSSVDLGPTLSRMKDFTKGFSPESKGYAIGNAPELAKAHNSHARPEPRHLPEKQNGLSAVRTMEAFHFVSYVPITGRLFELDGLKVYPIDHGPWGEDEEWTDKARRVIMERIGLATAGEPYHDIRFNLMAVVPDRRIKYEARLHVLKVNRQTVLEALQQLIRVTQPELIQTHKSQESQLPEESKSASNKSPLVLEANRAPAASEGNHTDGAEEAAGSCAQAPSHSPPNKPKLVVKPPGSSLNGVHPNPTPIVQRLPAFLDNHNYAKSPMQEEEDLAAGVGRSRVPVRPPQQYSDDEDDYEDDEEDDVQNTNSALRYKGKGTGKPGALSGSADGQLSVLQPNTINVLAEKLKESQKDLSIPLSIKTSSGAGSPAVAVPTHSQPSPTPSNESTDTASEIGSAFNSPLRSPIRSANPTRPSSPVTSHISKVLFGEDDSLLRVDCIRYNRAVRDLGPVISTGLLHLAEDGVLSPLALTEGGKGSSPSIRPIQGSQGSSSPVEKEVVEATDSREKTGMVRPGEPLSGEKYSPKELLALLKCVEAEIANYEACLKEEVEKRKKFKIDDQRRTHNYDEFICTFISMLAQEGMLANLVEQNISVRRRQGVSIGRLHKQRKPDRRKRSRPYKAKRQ
The depositor's hits bear a star; . = not tested or not shown; & = joins results of further samples.

SMILES	HePTP inh	BAP1 inh
CCc1ccc(OC(=O)c2cc3cc(Br)ccc3oc2=O)cc1	.	81
CN1CCN(C(=O)c2ccc3c(c2)NC(=O)C(C)(C)O3)CC1	0	110
Cc1ccc2c(c1)c1nc3ccccc3nc1n2CCN1CCOCC1	5	77
O=C(Cn1cnc2c(cnn2-c2ccc(Cl)cc2)c1=O)NCC1CCCO1 (stereo not drawn)	16	102
N#CC1=C(SCC(N)=O)NC(=O)CC1c1ccsc1 (stereo not drawn)	1	.
CCCCNC(=O)c1cn(-c2ccccc2)nc1-c1ccccc1	-4	.
Cc1ccc(NC(=O)c2ccccc2NS(=O)(=O)c2ccc(Cl)cc2)c(C(=O)c2ccccc2)c1	.	53
CSc1nc(C)c2c(c1C#N)CCCC2	6	82
COc1ccc(/C=C2/C(=O)NC(=O)N(c3ccc(C(C)C)cc3)C2=O)cc1	-4	.
CC(C)n1c(SCC(N)=O)nc2c1c(=O)n(C)c(=O)n2C	3	87
COc1ccc(C(=O)Nc2nc3c(OC)cccc3s2)cc1OC	.	348
C=CCSc1nc2c(c(=O)[nH]c(=O)n2C)n1CCc1ccccc1	.	103
O=C(O)CNS(=O)(=O)c1ccc(F)cc1	8	.
COc1cccc(C2CC(c3cccc(Br)c3)n3ncnc3N2)c1 (stereo not drawn)	-19	.
CC(C)=CC(=O)OCC(=O)Nc1ccccc1Cl	0	107
CCn1c(SCC(=O)Nc2ccc3c(c2)c2ccccc2n3CC)nnc1-c1ccco1	24	.
COc1ccc(N2CCN(C(=O)c3cccc(N4C(=O)C5CC=CC(C)C5C4=O)c3)CC2)cc1 (stereo not drawn)	-7	86
Cc1nc2c(c(=O)n1CC1CCCO1)c1nc3ccccc3nc1n2CC(C)C (stereo not drawn)	10	81
O=C(Nc1ccc(-c2nc3ccccc3o2)cc1)c1ccc2c(c1)OCCO2	6	.
O=C(COC(=O)c1ccccc1Nc1ccccc1)c1ccc(Br)cc1	.	62
O=C(COc1ccc(N2CC(C(=O)O)CC2=O)cc1)Nc1cccc(C(F)(F)F)c1 (stereo not drawn)	4	80
Cc1oc2cc(O)cc(C)c2c(=O)c1-c1cnn(-c2ccccc2)c1	2	72
Cc1sc2ncnc(SCC(=O)N3CCN(C(=O)c4ccco4)CC3)c2c1C	11	117
Cc1cccc(NC(=O)c2c(O)c3cccc4c3n(c2=O)CCC4)n1	-3	102
Clc1ccc(C2CC(c3cccs3)n3ncnc3N2)c(Cl)c1 (stereo not drawn)	-3	85
COc1ccc(-n2c(SCC(=O)N3CCCCC3C)nnc2-c2cccnc2)cc1 (stereo not drawn)	1	91
Cn1c(Cn2c(=O)sc3ccccc32)nnc1SCC(=O)Nc1ccc(Cl)cc1	10	90
COC(=O)CN1C(CN2CCOCC2)=Nc2ccc(Br)cc2C1c1ccccc1 (stereo not drawn)	-12	.
CN(C)c1ccc(/C=C2/C(=O)NN(c3ccc(F)c(Cl)c3)C2=O)cc1Br	39	.
O=C(O)COc1ccc(S(=O)(=O)c2ccc(OCC(=O)O)cc2)cc1	-2	94
O=C(C1CCN(c2nnc(-n3cccc3)s2)CC1)N1CCc2ccccc2C1	5	83
O=C(C1CC1)N1CCc2cc(S(=O)(=O)N3CCCc4ccccc43)ccc21	6	75
O[C@@H]1C2CCCC1[C@]1(O)CCCCC1C2 (stereo partly drawn)	0	100
COc1ccc(N(CC(=O)N2CCCC2)S(=O)(=O)c2ccccc2)cc1Cl	4	.
O=C1CC(c2ccccc2)CC2=C1C(c1cccc(OCc3ccccc3)c1)Nc1ccccc1N2 (stereo not drawn)	5	.
CCOC(=O)c1ccc(N2C(=O)c3ccc(C(=O)Nc4ccc(O)cc4C(=O)O)cc3C2=O)cc1	-3	.
CCC(c1nnnn1C1CCCC1)N(Cc1cccs1)Cc1cc2cc(C)ccc2[nH]c1=O (stereo not drawn)	5	37*
Cn1cc(CNC(=O)COc2ccc(Cl)cc2Cl)cn1	7	167
Clc1ccc(CSc2nncn2-c2ccccn2)cc1	5	98
CCn1c(CC(=O)Nc2cccc(OC)c2)nnc1SCC(=O)N1CCN(c2ccccc2)CC1	1	77
CCCC1c2ccc(C)n2CCN1C(=O)Nc1ccc(F)cc1 (stereo not drawn)	10	71
Cc1c(/C=C2\C(=O)NC(=O)N(c3ccc(Cl)cc3)C2=O)c2ccccc2n1C	4	.
COc1ccc(CCNC(=O)c2ccccc2)cc1OC	3	.
O=C(OC(C(=O)NCC1CCCO1)c1ccccn1)c1cccs1 (stereo not drawn)	-4	97
C/C=C/COC(=O)C1=C(C)NC(=O)NC1c1ccc(Cl)cc1 (stereo not drawn)	2	.
CCN(CC)S(=O)(=O)c1cc(C(N)=O)ccc1Br	48	.
O=C1CC(c2ccccc2)CC(O)=C1C=NCc1ccc2c(c1)OCO2 (stereo not drawn)	8	.
Cc1ccc(N2NC(=O)/C(=C\c3ccc4c(c3)OCO4)C2=O)cc1	7	.
O=C(NCc1ccccn1)c1ccc(Br)s1	2	139
CC1CN(Cc2nc3c(c(=O)n(C)c(=O)n3C)n2Cc2ccccc2)CC(C)O1 (stereo not drawn)	-4	99
O=C(Nc1c[nH]c(=O)[nH]c1=O)c1ccc(Br)cc1	3	.
NC(=O)NC(c1ccccc1)c1cccc(Cl)c1 (stereo not drawn)	14	.
CCOCCOC(=O)C1=C(C)NC2=C(C(=O)CCC2)C1c1cccc(F)c1 (stereo not drawn)	-6	.
O=[N+]([O-])c1ccc(Cl)c(-c2nnc(-c3ccc(Br)o3)o2)c1	-3	.
CCOC(=O)Cc1csc(NC(=O)CS(=O)(=O)Cc2ccccc2)n1	4	89
CCCCOc1ccc(C=C2C(=O)N(C)C(=O)N(C)C2=O)cc1	-4	.
CCSc1nnc(NC(=O)C2CC2c2ccccc2)s1 (stereo not drawn)	-1	.
C=CCOC(=O)C(C#N)c1nc2ccccc2nc1N1CCCC1 (stereo not drawn)	-5	93
COc1ccc(NC(=O)CC(C)Cc2ccc(Cl)cc2)cc1 (stereo not drawn)	7	.
CC1CC(C)(C)Nc2ccc(OC(=O)c3ccco3)cc21 (stereo not drawn)	-7	93

For reference, two of the compounds above.
SMILES	HePTP inh	BAP1 inh
COc1ccc(NC(=O)CC(C)Cc2ccc(Cl)cc2)cc1 (stereo not drawn)	7	.
CC1CC(C)(C)Nc2ccc(OC(=O)c3ccco3)cc21 (stereo not drawn)	-7	93

Continuation.
SMILES	HePTP inh	BAP1 inh
COc1ccc(Br)cc1/C=C/C(=O)Nc1cccc(-c2nc3ncccc3o2)c1C	-3	.
O=C(Nc1ccc2c(c1)OCO2)c1cnn2c1NC(c1ccco1)CC2C(F)(F)F (stereo not drawn)	1&6	83&71
Cc1cc(C(=O)COc2cccc3cccnc23)c(C)n1C	-2	108
N#Cc1ccccc1Cn1c(=O)n(CCCC(=O)NCc2ccc3c(c2)OCO3)c(=O)c2ccccc21	-5	103
COc1ccc(N(Cc2cc3ccc(C)cc3[nH]c2=O)C(C)=O)cc1	-4	75
O=C(CCC1N=C2c3ccccc3N=C(SCc3ccc(Cl)cc3)N2C1=O)NCc1ccco1 (stereo not drawn)	-8	78
Cc1ccc2cccc(NC(=O)c3ccc(Br)o3)c2n1	-1	121
CCOc1ccc(Cl)cc1/C=C1/SC(=S)N(c2ccccc2)C1=O	2	.
CC(C)c1nnc(NC(=O)CSc2ncn[nH]2)s1	-10&4	92
COC(=O)C1=C(C)N(c2ccc(Cl)c(Cl)c2)C(=O)C1	5	75
OCCN=Cc1c2ccc[nH]c-2c2ccccc12	4	.
COc1ccccc1-c1nn2c(-c3ccc(C(C)(C)C)cc3)nnc2s1	-10	106

Next part; it opens with the seven that closed the last part.
SMILES	HePTP inh	BAP1 inh
O=C(CCC1N=C2c3ccccc3N=C(SCc3ccc(Cl)cc3)N2C1=O)NCc1ccco1 (stereo not drawn)	-8	78
Cc1ccc2cccc(NC(=O)c3ccc(Br)o3)c2n1	-1	121
CCOc1ccc(Cl)cc1/C=C1/SC(=S)N(c2ccccc2)C1=O	2	.
CC(C)c1nnc(NC(=O)CSc2ncn[nH]2)s1	-10&4	92
COC(=O)C1=C(C)N(c2ccc(Cl)c(Cl)c2)C(=O)C1	5	75
OCCN=Cc1c2ccc[nH]c-2c2ccccc12	4	.
COc1ccccc1-c1nn2c(-c3ccc(C(C)(C)C)cc3)nnc2s1	-10	106
COc1ccc(N(CC(=O)NCc2ccco2)S(=O)(=O)c2ccccc2)cc1Cl	11	.
COC(=O)c1c(-c2cccc(C)c2)csc1N	8&20	104
CCOC(=O)N1CCN(c2cc(=O)n(-c3ccccc3Cl)c(=O)[nH]2)CC1	-3	107
CCC1(C)Cc2nc3sc(C(=O)O)c(N)c3cc2CO1 (stereo not drawn)	-1	.
CC(C)(C)c1ccc(C(=O)Nc2ccc(OC(F)(F)F)cc2)cc1	1	.
CC(C)c1nnc(NC(=O)COC(=O)/C=C/c2ccc([N+](=O)[O-])cc2)s1	0	.
CCn1c(SCC(=O)C(C)(C)C)nnc1-c1ccccc1OC	-9	101
Cn1c(/N=C(\N)c2ccc([N+](=O)[O-])cc2)nc2ccccc21	-4	.
COc1cc(S(=O)(=O)N2CCOCC2)ccc1NC(=O)COC(=O)c1ccccn1	9	100
Cc1ccc(C(=O)Nc2nnc(N=Cc3ccc(F)cc3)s2)cc1	.	109
CCOC(=O)N1CCN(C(=O)CCSc2ccc(C)cc2)CC1	1	64
CN(CCN(C)/N=C/c1ccc(N(C)C)cc1)/N=C/c1ccc(N(C)C)cc1	-5	.

Arranged by formula weight (smallest number first): three of the compounds above.
SMILES	HePTP inh	BAP1 inh
CCn1c(SCC(=O)C(C)(C)C)nnc1-c1ccccc1OC	-9	101
Cc1ccc(C(=O)Nc2nnc(N=Cc3ccc(F)cc3)s2)cc1	.	109
CN(CCN(C)/N=C/c1ccc(N(C)C)cc1)/N=C/c1ccc(N(C)C)cc1	-5	.

Some of the entries so far, bar-delimited:
Molecule | HePTP inh | BAP1 inh
CCC1(C)Cc2nc3sc(C(=O)O)c(N)c3cc2CO1 (stereo not drawn) | -1 | .
CCOC(=O)N1CCN(C(=O)CCSc2ccc(C)cc2)CC1 | 1 | 64
CCn1c(SCC(=O)C(C)(C)C)nnc1-c1ccccc1OC | -9 | 101
CC(C)c1nnc(NC(=O)COC(=O)/C=C/c2ccc([N+](=O)[O-])cc2)s1 | 0 | .

Further records follow:
SMILES	HePTP inh	BAP1 inh
O=C(CCNS(=O)(=O)c1ccc(Cl)cc1)NCc1cccnc1	-12	99
Cn1c(SCc2ccccn2)nnc1-c1cnccn1	3	94
CC1CCCCN1C(=O)CSc1nc(-c2ccccc2)cc(=O)[nH]1 (stereo not drawn)	0	99
O=C1N=C(N2CCCC2)S/C1=C\c1cccc(O)c1	-1	.
O=C(Cc1ccc(Br)cc1)Nc1ccc(Cl)c([N+](=O)[O-])c1	-12	.
CCN(CC)CCCN1C(=O)C(O)=C(C(=O)c2ccco2)C1c1ccc(OC(C)C)cc1 (stereo not drawn)	4	139
CCOC(=O)CCN(CP(C)(=O)OC(C)C)C(=O)OCC (stereo not drawn)	1	.
CCCCOC(=O)c1cccc(NC(=O)c2ccc(F)cc2)c1	.	75
O=S(=O)(c1ccc(Oc2ccc(Br)cc2)cc1)N1CCOCC1	5	60
CCOC(=O)c1c(NC(=O)COc2ccc(Cl)cc2)sc2c1CCC2	-13	.
Cc1cc(C)cc(-n2nc3c(c2NC(=O)c2ccc(S(=O)(=O)N4CCCC4)cc2)CSC3)c1	.	302
CCOC(=O)C1=C(O)/C(=C/c2ccc(O)c(OCC)c2)SC1=Nc1cccc(Cl)c1	-8	.
Cc1ccc(-c2cn3cccnc3n2)cc1NC(=O)c1c(-c2ccccc2Cl)noc1C	12	75
COc1ccc(CCNC(=O)/C=C/c2ccc(Cl)cc2Cl)cc1OC	-6	.
CCCCOC(=O)C1C2C=C[C@]3(CN(CCCOC)C(=O)[C@H]13)O2 (stereo partly drawn)	2	96
CCOC(=O)C1CCN(CC(O)COc2ccc(C(C)(C)C)cc2)CC1 (stereo not drawn)	-9	111
COc1ccc(S(=O)(=O)/N=C2C=C/C(=N\S(=O)(=O)c3ccc(OC)cc3)C=C/2Cl)cc1	-4	.
CC1Cc2ccccc2N1C(=O)CSc1nc2c(c(=O)n(C)c(=O)n2C)n1Cc1ccccc1 (stereo not drawn)	-7	53
c1ccc2c(Cn3nnc4ccccc43)cccc2c1	10	122
CCOc1cc(/C=C2/C(=O)NC(=O)N(c3ccc(OC)cc3)C2=O)cc(Cl)c1O	4	.
COc1ccc(NC(=O)COc2ccc(C)cc2Br)cc1Cl	-5	.
CC(C)(C)OC(=O)NC(Cc1c[nH]c2ccccc12)C(=O)N1CCOCC1 (stereo not drawn)	-16	.
CCOC(=O)CNC(=O)CSc1nnc(-c2ccccc2)n1Cc1ccco1	5	67
COc1cc(Cc2ccc(NC(=O)C(F)(F)F)c(OC)c2)ccc1NC(=O)C(F)(F)F	-11	.
CCOC(=O)CN(C(=O)c1ccccc1)c1ccccc1C	-8	95
O=C(N/C(=C\c1cccnc1)C(=O)N1CCCCC1)c1cccc(Br)c1	1	.
CCOC(=O)N1CCN(C(=O)COc2ccc(Cl)cc2Br)CC1	-22	.
Cc1cccc(C(=O)Nc2cccc(C(N)=O)c2)c1	1	.
CCOC(=O)C1(c2nc(N)cs2)COC(=O)C1 (stereo not drawn)	2	157
COC(=O)c1ccc(NC(=O)CN2CCN(c3cccc(Cl)c3)CC2)cc1	-5	114
Cc1ccc(OCC(=O)Nc2ccc(I)cc2Cl)cc1	-9	.
CC(C)c1ccc(NC(=O)c2ccc(N(C)S(=O)(=O)c3ccccc3)cc2)cc1	-11	.
CCc1nn(C(C)C(=O)NCCc2ccc(OC)c(OC)c2)c(=O)c2cc3occc3n12 (stereo not drawn)	2	96
Cc1cc(C)nc(N2CCC(C(=O)NCc3cccs3)CC2)n1	-8	106
O=C(c1cc(S(=O)(=O)N2CCOCC2)c(Cl)cc1Cl)N1CCCCC1	-10	92
Cc1cccc(C)c1NC(=O)CN1C(=O)c2ccccc2C1=O	-4	249
O=C(/C=C/c1cccc([N+](=O)[O-])c1)N1CCC(Cc2ccccc2)CC1	-1	.
